HSF1 inh: HSF1 inhibitors in luciferase reporter cells, primary screen, cell-based, NIH3T3, luminescence. NIH3T3-HGL HSE-luciferase, MG132-induced, luminescence 8 h; stronger effect = lower value. activity change, negative = inhibition, % at 7.5 µM (by protocol). 300,000 tested, 0.77% active. AID 2098, 2009;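 active = more than half of replicate wells show activity change below -50%, luminescence cut by over half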;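 also: luciferase reports HSF-1 transcriptional activity via heat shock element; 0% = median of DMSO wells and -100% = zero luminescence signal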
AI-2 QS modul: Vibrio harveyi AI-2 quorum sensing modulators, primary screen, JMH597 strain, luminescence/OD600 ratio; Vibrio harveyi JMH597 AI-2 luminescence/OD600 ratio, 9 h; stronger effect = lower value; strain lacks LuxN and CqsS sensors; 0 = neutral-control median; activity change, % at 7.5 µM; 300,000 tested, 0.4% active; in the data active = activity change below about -75%, passing the limit was not always enough;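 also: luminescence divided by OD600 gain over 9 h not by final OD600 alone; inactives centre near 13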
HDAC3 inhib: HDAC3 deacetylase inhibitors, primary screen, biochemical, fluorescence, cell-free homogeneous; recombinant HDAC3, fluorogenic peptide/trypsin coupled; inhibition, % at 8.3 µM; 320,000 tested, 0.15% active; Histone deacetylase 3 (Homo sapiens), O15379; in the data active = inhibition above about 26%, passing the limit was not always enough
Target sequence (O15379 whole entry, looked up): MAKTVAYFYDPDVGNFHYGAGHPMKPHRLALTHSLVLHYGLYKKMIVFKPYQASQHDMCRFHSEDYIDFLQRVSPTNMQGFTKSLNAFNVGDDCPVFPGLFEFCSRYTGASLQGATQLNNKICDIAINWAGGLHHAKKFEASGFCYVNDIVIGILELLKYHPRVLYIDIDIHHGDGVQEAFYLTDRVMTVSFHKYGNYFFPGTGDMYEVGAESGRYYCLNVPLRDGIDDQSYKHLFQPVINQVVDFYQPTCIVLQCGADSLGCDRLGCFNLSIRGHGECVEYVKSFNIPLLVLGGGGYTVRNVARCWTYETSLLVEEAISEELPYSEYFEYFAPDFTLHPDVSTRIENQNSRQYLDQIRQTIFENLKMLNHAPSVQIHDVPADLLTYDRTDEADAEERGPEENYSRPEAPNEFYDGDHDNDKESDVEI
HIF activator: HIF pathway transcriptional activators, primary screen, cell-based, U2OS HRE-luciferase, luminescence. U2OS HRE-luciferase reporter; normalized: DMSO 0%, desferrioxamine 100%. activation, % at 7.5 µM (by protocol). 300,000 tested, 0.32% active. AID 1910, 2009;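 active = mean activation of at least 10% of the iron chelator positive control signal, with at least half of replicates also reaching 10%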
IEC-6 cytotox: cytotoxicity in IEC-6 intestinal epithelial cells, primary screen, cytotoxicity control for KLF5 inhibitor project, cell-based, luminescence; inhibition, % at 5 µM; IEC-6 cytotoxicity, luminescence viability; 290,000 tested, 0.78% active; in the data active = inhibition above about 22%;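 also: 0% = plate median of test compound wells and 100% = cytotoxic reference compound wells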
KLF5 inh: KLF5 expression inhibitors, primary screen, DLD-1 cells, luminescence; DLD-1 KLF5 promoter-luciferase reporter; 290,000 tested, 0.23% active; AID 1700, 2009; inhibition, % at 5 µM;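 active = inhibition above a per-plate limit of that plate's mean compound inhibition plus 3 SD, cut at about 60% in these data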;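 also: 0% = DMSO wells and 100% = LY294002 at 200 µM; higher means less KLF5 promoter-driven luciferase light; inactives centre near -14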
aSyn UTR inh: MLPCN primary screen, SNCA 5' untranslated region. alpha-synuclein 5'UTR reporter, inhibitor activity. inhibition, % (tested at 7.5 µM). 300,000 tested, 0.82% active. AID 1813, 2009; in the data active = inhibition above about 60%;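 also: H4 neuroglioblastoma cells stably carrying SNCA 5'UTR luciferase fusion; 0% = DMSO wells and 100% = positive control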
HSF1 activator: HSF-1 activators, primary screen, NIH3T3-HGL cells, MG132 stress, luminescence, single point. NIH3T3-HGL HSF-1 luciferase reporter, 8 h; 100% = twice DMSO control signal. activation, % at 9 µM. 300,000 tested, 1.7% active;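 active = mean replicate activation of at least 50% with a set share of replicates each reaching 50%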;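 also: 0% = median of the neutral control wells and 100% = twice that signal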
HSP90 inh: HSP90 inhibitors, primary screen, cell lysate, luminescence; 290,000 tested, 0.91% active; inhibition, % at 5.6 µM; AID 1789, 2009; Heat shock protein HSP 90 (rabbit reticulocyte lysate; luciferase refolding); Rabbit reticulocyte lysate, luciferase refolding luminescence, 3 h;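 active = inhibition above the screen-wide mean plus 3 SD, computed separately per campaign, cut at about 16% in these data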;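 also: 0% = DMSO wells and 100% = 60 µM geldanamycin wells; inhibitors lower the luminescence because luciferase stays unfolded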
Platelet DG rel: inhibitors of platelet dense granule secretion, primary screen, cell-based, MLPCN, human platelets; 300,000 tested, 0.22% active; inhibition, %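 (compounds screened at 7.5 µM in platelet-rich plasma)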; human platelet-rich plasma, SFLLRN dense granule ATP release, luminescence; AID 1663, 2009;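 active = mean replicate score, as percent of positive control, at or above 50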
The depositor's hits bear a star; / = no result given.

SMILES	HSF1 inh	AI-2 QS modul	HDAC3 inhib	HIF activator	IEC-6 cytotox	KLF5 inh	aSyn UTR inh	HSF1 activator	HSP90 inh	Platelet DG rel
N#Cc1c(NC(=O)C2CCCO2)sc2c1CCCCCC2 (centres undefined)	16	24	5	1.1	2	-22	-98	27	-1	0
Cc1[nH]c2ccccc2c1-c1csc(NC(=O)CSCC(=O)O)n1	-5	8	-1	-0.5	7	10	-20	30	3	-3
Cc1nn(CCC(=O)NCCc2ccccc2Cl)c(=O)c2nn(-c3ccccc3)c(C)c12	4	12	-5	0.0	3	-27	-2	17	-2	1
CC1=C(C(=O)N2CCOCC2)C(c2ccc(Br)cc2)NC(=S)N1c1ccccc1 (centres undefined)	-3	8	2	1.4	1	-28	-20	-10	-3	-2
O=C(CN1CCN(c2ncccn2)CC1)Nc1ccccc1-n1cccc1	7	16	-3	-0.5	-1	-11	4	-10	-1	4
CC(C)(C)c1ccc(NC(=O)CCNC(=O)c2ccco2)cc1	6	22	-2	-0.4	4	-55	-17	34	0	-2
COc1cnc(-c2ccccn2)nc1N(C)c1ccccc1	-17	-24	3	114*	15	-43	89*	3	3	3
CCOc1ccc(NC(=O)N(CCN(C)C)C(C)c2ccncc2)cc1 (centres undefined)	6	-7	-2	0.0	2	-21	3	5	2	-3
COc1ccccc1/C=N/NC(=O)C1=NNC(c2ccccc2)(c2ccccc2)C1	-1	46	7	0.7	4	-5	-13	-13	0	1
Nc1c(C(=O)N/N=C/c2ccc([N+](=O)[O-])cc2)cnn1-c1ccccc1	-7	24	-5	0.9	8	3	-4	3	12	-2
O=C(COc1coc(CN2CCc3ccccc32)cc1=O)NCCc1ccccc1	1	15	-1	1.6	/	/	18	1	/	2
O=C(NC1CCCC1)C1CC(=O)N(C2CCCCCCC2)C1 (centres undefined)	2	4	-3	0.1	6	-39	3	10	0	-4
CN(CCC#N)C(=O)COC(=O)c1cc(Cl)cc(Cl)c1N	0	22	-36	-1.4	4	-17	6	3	-1	2
CCOc1ccccc1NC(=O)NCc1ccccn1	3	11	-11	-0.8	12	-18	-3	-7	1	-17
O=C(Cn1cnnn1)NCCc1ccc(Cl)cc1Cl	-4	11	4	-0.1	-5	-13	4	14	-4	-9

One compound at a time, from the list above.
Nc1c(C(=O)N/N=C/c2ccc([N+](=O)[O-])cc2)cnn1-c1ccccc1 is listed as HSF1 inh = -7; AI-2 QS modul = 24; HDAC3 inhib = -5; HIF activator = 0.9; IEC-6 cytotox = 8; KLF5 inh = 3; aSyn UTR inh = -4; HSF1 activator = 3; HSP90 inh = 12; Platelet DG rel = -2
O=C(Cn1cnnn1)NCCc1ccc(Cl)cc1Cl is listed as HSF1 inh = -4; AI-2 QS modul = 11; HDAC3 inhib = 4; HIF activator = -0.1; IEC-6 cytotox = -5; KLF5 inh = -13; aSyn UTR inh = 4; HSF1 activator = 14; HSP90 inh = -4; Platelet DG rel = -9

Other structures
SMILES	HSF1 inh	AI-2 QS modul	HDAC3 inhib	HIF activator	IEC-6 cytotox	KLF5 inh	aSyn UTR inh	HSF1 activator	HSP90 inh	Platelet DG rel
COc1ccc(N2CC(C(=O)Nc3nnc(SCC(=O)N4CCOCC4)s3)CC2=O)cc1 (centres undefined)	1	11	0	-0.4	-11	-30	3	10	0	30
COc1ccc(/C=C(\NC(=O)c2ccco2)C(=O)NCCc2nc3ccccc3[nH]2)cc1	1	8	2	-0.1	-2	-7	-1	-5	-1	6
Cc1cccc(-n2[nH]c(C)c(C=Nc3ccc4[nH]c(=O)[nH]c4c3)c2=O)c1	14	16	-2	-0.2	0	-20	32	-18	0	7
Cc1nn(-c2ccccc2)nc1-c1nnc(-c2ccc(C(F)(F)F)cc2)o1	-10	19	-2	0.2	3	10	21	-12	4	4
O=C(O)c1ccc(N/N=C/c2c[nH]c3ccccc23)cc1	-78*	-26	-5	-3.6	-4	77*	79*	-80	82*	11
Cc1noc(C)c1C(=O)NC1=NCCS1	-15	35	2	0.1	-7	-19	-11	2	8	-7
C/C(=N\NS(=O)(=O)c1c(C)cc(C)cc1C)c1ccncc1	-10	10	6	-0.3	3	-8	-7	0	-1	8
CCS(=O)(=O)N1Cc2ccccc2CC1C(=O)N1CCN(c2cccc(C)c2C)CC1 (centres undefined)	-11	18	5	-0.1	0	-14	3	-16	1	4
Cc1ccccc1-c1nc(CN2CCC(C(=O)O)CC2)c(C)o1	-2	21	7	-0.2	4	-9	3	5	1	-3
CCOc1ccc(-c2nn3c(-c4ccc(F)cc4)nnc3s2)cc1	5	2	5	/	-2	-70	-29	0	2	10
CC(C)CC1=NN(C(=O)c2cccnc2)C(O)(C(F)(F)F)C1 (centres undefined)	-11	-1	-3	0.0	-3	-14	10	-1	-4	1
CCC(C)Sc1nnc(Cc2cc(=O)[nH]c(=O)[nH]2)n1-c1ccc(OC)cc1 (centres undefined)	-4	8	-10	/	-7	-14	-9	5	2	-3
CN1CCN(C(=O)c2ccc(N(Cc3ccc(Cl)cc3)S(C)(=O)=O)cc2)CC1	-4	15	-3	/	-1	-19	8	3	2	-5
CC(C)Cn1c(NCCO)nc2ccccc21	-8	5	-8	-0.1	1	-13	-11	0	1	-7
CC(C)(C)c1ccc(-c2noc(CCC(=O)N3CCOCC3)n2)cc1	4	6	5	-1.5	4	16	17	42	11	3
Cc1ccc(C(=O)Nc2c3c(nn2C(C)(C)C)CS(=O)(=O)C3)cc1[N+](=O)[O-]	-6	22	-2	-1.2	-8	3	-79	-5	-4	2
O=C(CCS(=O)(=O)c1ccccc1)N1CCN(c2cccc(C(F)(F)F)c2)CC1	0	21	2	-0.5	2	-35	5	-5	-1	4
O=C1CC(c2ccccc2)CC(=O)N1c1ccccc1	-6	35	5	-0.5	5	-30	-7	1	-4	-3
O=C(N/N=C/c1cc2c(cc1Br)OCO2)c1c[nH]c2ccccc12	16	5	10	1.2	0	-47	-82	33	0	-11
Cc1ccsc1/C=N/NC(=O)Cc1cccn1C	-12	11	6	0.5	-2	-3	-31	8	0	-2
CCc1ccc(N2C(=O)CN(Cc3ccc(OC)c(OC)c3)C2=S)cc1	-23	16	-4	-0.2	-7	24	51	-40	0	2
CCCc1cc(C(=O)Nc2ccc(C(=O)c3ccc(F)cc3)cc2)n(C)n1	-1	-1	16	0.0	2	-15	7	7	8	9
COc1ccc(-n2cc3c(-c4cccc(Br)c4)nnc(C)c3n2)cc1	-4	3	2	-0.8	2	4	21	-27	7	-4
CC1CCCN(C(=O)CSc2nnc(-c3ccc(S(=O)(=O)N4CCOCC4)cc3)n2C)C1 (centres undefined)	-2	-1	-5	0.0	-1	-15	2	-6	-3	3
O=C(CCC(=O)Nc1ccccc1Cl)N/N=C/c1c[nH]c2ccccc12	-6	13	8	-0.2	0	5	-20	-7	3	5
COCCn1cnc2c1c(=O)n(CC(=O)c1ccc3c(c1)OCCO3)c(=O)n2Cc1ccccc1	-6	11	8	0.0	3	-43	9	-5	-1	-3
COc1ccc(NC(=O)Cn2cc(C(=O)C3CC3)c3ccccc32)cc1	-4	36	-10	0.3	-3	-1	5	-6	-2	-7
NC(=O)C(c1ccc(F)cc1)c1ccc(C(=O)c2ccccc2)cc1 (centres undefined)	-6	13	9	0.2	11	-7	19	12	-1	4
N#Cc1cccc(NC(=O)Cn2cnc(S(=O)(=O)N3CCCCC3)c2)c1	-10	29	-6	1.4	-4	-4	-5	2	0	1
Cc1ccc(C)c(CN2CCN(c3ncccn3)CC2)c1	0	21	-2	-0.2	2	-10	4	-3	0	-5
Cn1cc(Br)c(C(=O)NN2C(=O)C3C4C=CC(C5CC45)C3C2=O)n1 (centres undefined)	-5	4	-10	-4.1	-8	-26	-16	-1	-2	16
CSc1nc2ccc(S(=O)(=O)N(C)C)cc2s1	1	19	1	0.0	4	2	-4	1	2	-1
CCC1=NN(C(=O)CCc2ccc3c(c2)OCO3)C(O)(C(F)(F)F)C1 (centres undefined)	10	32	0	-0.1	4	11	20	-7	2	-4
CC1(C)CC2(CCO1)OC(=O)CC2C(=O)Nc1ccc(Br)cc1 (centres undefined)	2	11	/	-0.1	3	-22	9	2	0	0
O=C(Nc1cccc(Cl)c1)c1ccc(OC(=S)N2CCOCC2)cc1	36	19	-1	3.0	5	-119	-182	43	0	5
Cc1ncc(CN2CCCC(C(=O)Nc3ccc(-c4ccco4)cc3)C2)n1C (centres undefined)	-7	7	-2	0.7	5	-51	6	-1	-1	1
Cc1cc(C)c2[nH]c(=O)c(C(c3nnnn3Cc3ccc4c(c3)OCO4)N3CCCC3)cc2c1 (centres undefined)	2	14	2	0.1	2	-17	5	8	1	-2
CCCCNCCOc1ccccc1-c1ccccc1	/	11	3	/	-3	18	-11	/	-3	-2
Cc1cc(OCC(=O)Nn2cnnc2)ccc1Br	-5	9	-1	-0.4	-3	-4	3	-6	0	4
O=C(NCCCN=C1NS(=O)(=O)c2ccccc21)c1ccc(F)cc1	5	38	-6	0.0	-6	-18	0	5	-2	14
CCN(CC)S(=O)(=O)c1ccc2c(c1)nc(CCC(=O)Nc1ccccc1Cc1ccccc1)n2CC	25	4	1	/	0	-20	15	42	2	-17
NS(=O)(=O)c1ccc(CCNC(=O)CCCn2ncn3c(cc4occc43)c2=O)cc1	-4	17	5	1.0	1	-18	8	-4	-5	-9
CCOC(=O)C1CCCN(C(=O)c2cc3nc(-c4cccc(OC)c4)cc(C(F)(F)F)n3n2)C1 (centres undefined)	4	9	-4	/	1	-14	22	-7	-2	-5
O=C1C(C=NCc2cccnc2)=C(O)c2ccccc21	-41	11	/	4.2	12	-8	-186	-45	2	5
CNC(=O)Nc1ccccc1C(=O)NCc1ccccc1	-2	16	2	0.6	0	-5	28	-1	0	13
CCCCC(=O)NC(c1ccco1)c1c(O)ccc2ccccc12 (centres undefined)	12	-1	1	-0.2	0	-10	27	35	3	-14
CC(SC#N)C(=O)C12CC3CC(CC(C3)C1)C2 (centres undefined)	7	23	9	0.2	-6	-9	-12	8	1	6
Cc1cc(C)c2cc(CN(CCO)C(=O)Nc3ccc(F)cc3)c(=O)[nH]c2c1	-5	-4	0	0.0	2	-26	50	-13	2	-48
C=C(C)C(=O)Nc1cccc(C2=NOC3(C2)C[C@@H](C(N)=O)N(C(=O)[C@H]2CCC(=O)N2)C3)c1 (some centres undefined)	-2	11	-3	-0.4	/	/	-16	-4	/	-1
COc1ccc2[nH]c(=O)c(C(c3nnnn3CC3CCCO3)N3CCc4ccccc4C3)cc2c1 (centres undefined)	0	26	0	-0.2	-6	7	10	-4	-3	-1
COc1ccc(CCNC(=O)c2cnn3c(C(F)F)cc(C)nc23)cc1OC	-3	8	-7	0.0	1	-15	24	1	2	-8
c1ccc2c(c1)CCN(c1nc(CN3CCOCC3)nc3sc4c(c13)CCCC4)C2	0	25	-5	-0.1	-2	-9	5	9	2	17
Cc1cc(Cl)ccc1OCCCC(=O)OCC(=O)c1c(N)n(C)c(=O)n(C)c1=O	10	17	6	-0.8	-3	-3	-4	5	-1	8

This is a random part of the collection. Share with any hit: about 5%.
